Bioassay records from PubChem BioAssay.
CBFb RUNX1 block: CBF-beta/RUNX1 interaction disruption. Potency, µM (highest dose often 59.8 µM), without a hit: top-dose activity, negative = inhibition, hits mostly inhibitors. Q01196+Q13951. AlphaScreen CBFb-His/RUNX1-biotin binding, biochemical. 230,000 tested, under 10 active. AID 1477; note: % of control where 0% means no effect
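CBFb-His/RUNX1-biotin, 30 nM each, preincubated 20 min RT; compound 15 min RT; Ni + streptavidin beads 50 ng each, 90 min RT; AlphaScreen read.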
IMPase Li inh: membrane-permeable IMPase blocker, potentiated with lithium; AID 1457; 0.35% of 210,000 active; Potency, µM (top dose mostly 59.4 µM), for inactives: at the top dose activity, negative = IMPase inhibition, most hits filed as inhibitors; CHO-M1 cells, IP1 TR-FRET (IP-One), carbachol + lithium;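 note: IP1 builds up when IMPase is blocked and the TR-FRET signal falls; potency is the fitted concentration of half-maximal effect; plate controls were basal vehicle for no effect and high inhibitor control for full effect; nearly all actives have a fitted effect of over 50% in size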
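Steps: plate 2000 CHO-M1 cells per well and culture 16–30 h; add compound and lithium; incubate 30 min, 37C; add d2-IP1 tracer and Eu cryptate anti-IP1 antibody in lysis buffer; read after 10 min at room temperature.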
LMNA splice mod: LMNA splicing modulation; HeLa LMNA splicing GFP/RFP minigene ratio, 48 h; Potency, µM (top dose mostly 46.1 µM), for inactives: at the highest dose ratio change, negative = inhibition, hits mostly inhibitors; 0.01% of 200,000 active; AID 1487; active = well fitted inhibition curve with a large enough effect in the signal ratio, with a control signal flat, not every such curve was filed as active; inconclusive = small, poorly fitted or top-dose-only effect, or effect the other way, or a change in a side signal; the % refers to the signal ratio; note: potency is the fitted concentration of half-maximal effect; % is set by controls: 0 for no effect and ±100 for the full control effect
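S3 HeLa cells stably expressing lamin A-EGFP splicing minigene plus DsRed2, 600 cells/well, 48 h compound exposure at 37C. Laser-scanning cytometry; analysed as GFP (500-530 nm)/RFP (575-640 nm) total intensity ratio; 0.5% DMSO vehicle.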
aGal spleen mod: inhibitors or activators of human alpha-galactosidase in spleen homogenate | 0.008% of 240,000 active | P06280 | AID 2107 | Potency, µM (top dose mostly 80 µM), without a hit: at the top dose activity change, negative = inhibition, hits mostly inhibitors | human spleen homogenate, 4MU-alpha-Gal fluorescence, 40 min;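 note: potency is the fitted concentration of half-maximal effect; 0% = enzyme with vehicle and -100% = no enzyme basal signal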
Target sequence (P06280 32-429 limits assumed): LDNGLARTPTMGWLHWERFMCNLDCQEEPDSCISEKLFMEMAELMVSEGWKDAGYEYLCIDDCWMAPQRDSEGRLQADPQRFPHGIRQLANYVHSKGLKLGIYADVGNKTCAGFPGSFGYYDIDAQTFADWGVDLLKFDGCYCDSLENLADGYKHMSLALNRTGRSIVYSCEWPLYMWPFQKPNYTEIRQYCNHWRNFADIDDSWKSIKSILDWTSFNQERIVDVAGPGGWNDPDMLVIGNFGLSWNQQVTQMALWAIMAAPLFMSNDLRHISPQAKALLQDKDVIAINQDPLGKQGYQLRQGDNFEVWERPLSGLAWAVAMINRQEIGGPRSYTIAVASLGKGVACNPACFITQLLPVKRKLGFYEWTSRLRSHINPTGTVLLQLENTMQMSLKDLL
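Spleen homogenate 1 ug + cpd (titration) + 4-MU-alpha-D-galactopyranoside 1 mM; 37C 40 min; 50 mM citrate/phosphate pH 5.0, 0.01% Tween-20; stop pH 10; fluorescence 365/440; AC50 via Hill.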
NPSR antag: neuropeptide S receptor (human) antagonism, cAMP; AID 1461; 1% of 220,000 active; Potency, µM (highest dose often 38.3 µM), for the others: top-dose activity change, negative = inhibition, most hits filed as inhibitors; CHO-NPSR cells, cAMP TR-FRET, antagonist mode; Q6W5P4; note: potency is the fitted concentration of half-maximal effect; % is set by controls: 0 for no effect and ±100 for the full control effect; nearly all actives have a fitted effect of over 50% in size; many of its hits are not listed in these tables
Target sequence (Q6W5P4 whole entry, looked up): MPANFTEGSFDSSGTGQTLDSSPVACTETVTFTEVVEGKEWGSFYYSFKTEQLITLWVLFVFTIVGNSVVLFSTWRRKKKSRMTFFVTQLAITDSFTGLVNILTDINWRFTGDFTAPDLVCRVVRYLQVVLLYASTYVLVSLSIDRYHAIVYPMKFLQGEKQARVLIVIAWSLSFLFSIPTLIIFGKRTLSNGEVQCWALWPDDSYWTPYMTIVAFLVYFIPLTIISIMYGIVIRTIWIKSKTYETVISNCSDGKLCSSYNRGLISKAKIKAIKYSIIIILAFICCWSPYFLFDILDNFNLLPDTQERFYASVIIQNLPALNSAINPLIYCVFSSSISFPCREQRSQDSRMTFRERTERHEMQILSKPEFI
KinaseGlo FLuc: Kinase-Glo luciferase inhibition (counter-screen); Q27757; AID 1379; Kinase-Glo luciferase, ATP luminescence, 8 min; Potency, µM (series often up to 38.3 µM), without a hit: top-dose activity change, negative = inhibition, most hits filed as inhibitors; 0.28% of 200,000 active; note: potency is the fitted concentration of half-maximal effect; % is set by controls: 0 for no effect and ±100 for the full control effect; nearly all actives have a fitted effect of over 60% in size
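Recombinant Kinase-Glo luciferase, 10 uM ATP (linear range), luciferin; imidazole pH 7.2 / KCl / MgCl2 / Tween / BSA buffer; 8 min RT; luminescence.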
Epigenetic derep: epigenetic control regulation, reporter derepression; 0.2% of 280,000 active; Potency, µM (titrated, usually from 53.9 µM), for inactives: at the top dose GFP activation, usual class: activators; murine LDR cells, GFP reporter derepression, 30 h; note: potency is the fitted concentration of half-maximal effect; % of control where 0% means no effect; nearly all actives have a fitted effect of over 60% in size
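GFP-positive cell count by laser-scanning cytometry (objects 20–120 um) after 30 h, 37 C compound exposure of murine LDR cells; reporter is CMV-GFP integrated at a silenced locus, inducible by HDAC or DNMT inhibitors.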
An asterisk follows results filed as active; ? = inconclusive; . = not tested or not shown; [ ] = dose if it differs, or a comment. Unless noted, calls come from the whole dose curve; as a rule, active = well fitted curve in the direction sought with a large enough effect; inconclusive = small, poorly fitted or top-dose-only effect, or another doubt; inactive = no such curve, though single readings can be large; an effect the other way counts as inactive or inconclusive. Only part of the results is shown. The share of hits here may be higher or lower than overall.

SMILES	CBFb RUNX1 block	IMPase Li inh	LMNA splice mod	aGal spleen mod	NPSR antag	KinaseGlo FLuc	Epigenetic derep
COc1ccc2cc(C(c3nnnn3C(C)(C)C)N3CCc4ccccc4C3)c(=O)[nH]c2c1 (stereo not given)	-1.9%	5.7%	-11.5%	-2.6%	-19.3%[46.1 µM]	9.4%	-3.4%
Cc1ccc(NC(=O)CC2=NC(=O)C(CC(=O)Nc3ccccc3F)S2)cc1 (stereo not given)	-1.8%	-6.3%	2.2%[46 µM]	-3.9%	-8.7%	-0.5%	-2.1%
CC(=O)Nc1ccc(NC(=O)c2ccc([N+](=O)[O-])cc2Cl)cc1	3.3%	1.0%	-14.0%[46 µM]	4.2%	11.7%	1.1%	-2.6%
Cc1ccc(OCC(=O)N/N=C/c2cc([N+](=O)[O-])ccc2N2CCCCC2)cc1	0.2%	2.3%	-10.2%	-9.6%	-47.3%	6.8%	0.0%
Fc1c(F)c(F)c(CSc2nc3ccccc3[nH]2)c(F)c1F	11.6%	-7.7%[38.3 µM]	13.5%	1.3%	4.6%[46.1 µM]	1.9%	0.0%
Cc1ccc(SCCN2C(=O)NC(C)(C)C2=O)cc1	1.9%	-5.5%[38.3 µM]	17.7%	7.5%	-18.6%[46.1 µM]	4.5%	3.4%
COc1ccc(Cl)cc1NC(=O)c1nc2nc(C)cc(C(F)F)n2n1	-2.1%	-2.3%[38.3 µM]	3.2%	2.0%	-6.7%[46.1 µM]	0.3%	1.4%
O=C(NCCC(c1ccccc1)c1ccccc1)c1cnccn1	0.9%	4.7%	?	-3.9%	-10.4%	-1.8%	-0.9%
CCOC(=O)c1cc2c(c(CSc3nc4ccccc4c(=O)n3Cc3ccco3)c1)OCOC2	13.7%	33.0%[activator][38.3 µM]	13.2%	-21.7%	-5.0%[46.1 µM]	-1.1%	1.1%
Cc1cccc(NC(=O)c2ccc3ccccc3n2)c1C	16.8%	-6.8%[38.3 µM]	5.2%	3.4%	-5.5%[46.1 µM]	-6.6%	1.2%
O=C(NC1CCCCC1)c1ccc(S(=O)(=O)c2ccccc2Cl)c([N+](=O)[O-])c1	1.3%	12.8%	?	1.0%	-7.4%	-1.4%	-0.9%
CCOc1cc(/C=C2/SC(=S)N(CC3CCCO3)C2=O)ccc1O (stereo not given)	-10.7%	13.3%	-17.9%[46 µM]	-5.5%	18.2%	-7.0%	7.1%
O=C(c1ccc2ccccc2n1)N1CCN(c2ccccc2O)CC1	-19.2%	2.1%[38.3 µM]	?	-5.5%	-14.5%[46.1 µM]	-0.6%	0.2%
COc1ccc(NC(=O)CC2S/C(=N\c3nccs3)N(C)C2=O)cc1 (stereo not given)	-4.0%	5.3%	.	5.5%	-0.6%	-1.8%	-4.7%
N#CCC(=O)N1CCn2c1nc1ccccc12	4.7%	15.3%[38.3 µM]	1.2%	-1.2%	-2.4%[46.1 µM]	-3.7%	0.0%
CCC(O)(CC)C(=O)N/N=C/c1cc(Br)cc(Br)c1O	-11.2%	.	.	3.5%	56.0%	.	-0.5%
N#Cc1cn(CC(=O)N2CCc3ccccc3C2)c2ccccc12	7.7%	4.7%	-4.4%	1.9%	-17.1%[46.1 µM]	0.5%	0.0%
COC(=O)c1ccc(C)c(NC(=O)c2c(-c3ccccc3)noc2C)c1	17.1%	30.8%[38.3 µM]	-0.8%	5.1%	-4.1%[46.1 µM]	1.4%	-1.0%
COc1cc(SC#N)ccc1N=Cc1c(C)[nH]n(-c2ccc(C)cc2C)c1=O	1.4%	7.9%[38.3 µM]	19.2%	-4.5%	-12.8%[46.1 µM]	-2.9%	0.7%
COc1ccc(-c2nnc(N(C)C(=O)c3cccnc3)s2)cc1	9.1%	-6.3%[38.3 µM]	?	-7.2%	-19.3%[46.1 µM]	-0.5%	-1.9%
O=[N+]([O-])c1ccc(O)c(N=Cc2sc3ccccc3c2O)c1	4.4%	33.8%[activator]	-7.5%	10.0%	-18.4%	-22.8%	0.1%
CCOc1ccc(-n2c(SCC(N)=O)nc3sc4c(c3c2=O)CCN(C)C4)cc1	?	.	.	1.3%	-8.2%	.	-0.3%
CCOC(=O)c1ccc(NC(=O)C(=O)NCc2ccncc2)cc1	0.1%	5.9%	-2.8%	0.9%	-25.3%[46.1 µM]	8.7%	-1.1%
Fc1ccc(C(c2nnnn2Cc2ccccc2)N2CCSCC2)cc1 (stereo not given)	0.5%	16.3%[38.3 µM]	?	2.1%	?	-4.7%	-0.7%
Cc1ccc(N/C=C(\C#N)c2ccc(OCCCF)cc2)cc1	-0.4%	46.3%[activator][38.3 µM]	1.2%	5.0%	-13.6%[46.1 µM]	-1.6%	0.7%

Profiles, looked up by structure. Order of screens: CBFb RUNX1 block	IMPase Li inh	LMNA splice mod	aGal spleen mod	NPSR antag	KinaseGlo FLuc	Epigenetic derep
COc1cc(SC#N)ccc1N=Cc1c(C)[nH]n(-c2ccc(C)cc2C)c1=O across the screens: 1.4%	7.9%[38.3 µM]	19.2%	-4.5%	-12.8%[46.1 µM]	-2.9%	0.7%
N#Cc1cn(CC(=O)N2CCc3ccccc3C2)c2ccccc12 across the screens: 7.7%	4.7%	-4.4%	1.9%	-17.1%[46.1 µM]	0.5%	0.0%

A few values from the results shown.
Cc1ccc(OCC(=O)N/N=C/c2cc([N+](=O)[O-])ccc2N2CCCCC2)cc1 – aGal spleen mod: -9.6%
Cc1ccc(N/C=C(\C#N)c2ccc(OCCCF)cc2)cc1 – NPSR antag: -13.6%[46.1 µM]
N#CCC(=O)N1CCn2c1nc1ccccc12 – LMNA splice mod: 1.2%
O=C(c1ccc2ccccc2n1)N1CCN(c2ccccc2O)CC1 – KinaseGlo FLuc: -0.6%

Next part.
SMILES	CBFb RUNX1 block	IMPase Li inh	LMNA splice mod	aGal spleen mod	NPSR antag	KinaseGlo FLuc	Epigenetic derep
CCCC(=O)N(Cc1cc2ccccc2[nH]c1=O)c1ccccc1OC	1.5%	-9.1%[38.3 µM]	-0.9%	0.4%	-6.0%[46.1 µM]	3.8%	13.6%
CN(C(=O)CSc1nnc(-c2ccc(F)cc2)c2ccccc12)C1CCS(=O)(=O)C1 (stereo not given)	?	8.6%	?	2.3%	-2.5%	3.4%	3.5%
CCN(CCO)C(=O)CC1C(=O)NCCN1Cc1c(F)cccc1Cl (stereo not given)	7.6%	-4.0%	.	3.1%	-7.7%	1.4%	-0.9%
CC(=O)N1CCN(CC(=O)Nc2sccc2C#N)CC1	-0.2%	0.3%	.	-6.2%	10.0%	-0.3%	0.2%
COc1cccc(C(O)CC(N)=O)c1 (stereo not given)	-0.1%	-4.7%[38.3 µM]	-0.6%	6.9%	0.5%[7.67 µM]	-0.9%	1.3%
Cc1cccc(C(=O)Nc2nnc(-c3ccco3)o2)c1	?	0.1%	?	8.4%	10.2%	2.2%	-0.1%
COC(=O)c1ccc(S(=O)(=O)NCc2ccccn2)n1C	6.1%	.	.	-4.1%	10.8%	.	-3.1%
CC(C)(C)[C@H]1C=C(C(=O)NC2CC2)O[C@@H](OCCCCO)C1	11.4%	3.2%	.	13.3%	-8.7%	.	7.6%
O=c1c2c(-c3cccs3)csc2ncn1/N=C/c1ccc(OC(F)F)cc1	8.9%	6.5%[38.3 µM]	10.2%	7.4%	-17.6%[46.1 µM]	-0.1%	0.9%
CCCN(CCC)CCCNC(=S)Nc1ccc2nc(N3CCN(CC)CC3)cc(C)c2c1	-4.8%	14.4%	.	7.2%	1.8%	1.2%	-2.3%
CC1(C)COC(c2coc3ccccc3c2=O)OC1	0.4%	1.5%	3.4%	-1.6%	10.6%	-5.8%	-0.9%
Cc1[nH]n(-c2nc(-c3cccc([N+](=O)[O-])c3)cs2)c(=O)c1C	-10.5%	3.9%	?	-2.5%	-22.2%	-2.6%	5.2%
c1cncc(N=c2scc(-c3cccc4ccccc34)n2CCCn2ccnc2)c1	?	16.2%	-6.9%	-7.0%	-8.4%	0.4%	0.0%
CS(=O)(=O)Nc1ccc(C(=O)NCc2ccccn2)cc1	-0.9%	0.7%	-6.7%	-2.0%	-14.0%[46.1 µM]	2.1%	0.0%
CCN(CC)c1ccc(NC(=O)CSc2nc3ccccc3c(=O)n2-c2cc(S(=O)(=O)N(C)C)ccc2C)cc1	-10.6%	-0.7%	-9.2%	-4.0%	-11.3%	-1.7%	-0.9%
COc1ccc(NC(=S)N2CCN(Cc3ccccc3)CC2)cc1	-0.4%	-1.7%	10.4%[46 µM]	2.7%	11.6%	-0.9%	0.1%
CCN1CCCC1CNC(=O)C1c2ccccc2C(=O)N(CCOC)C1c1ccc(F)cc1 (stereo not given)	-3.0%	.	-0.4%	0.6%	?	.	3.1%
O=C(N/N=C/c1ccc(OC(=O)c2ccccc2)cc1)c1cccc(O)c1	1.4%	1.5%	.	3.2%	-7.8%	-2.5%	-1.6%
Cn1c(=O)oc2cc(S(=O)(=O)NC(Cc3ccccc3)C(=O)N3CCCCC3)ccc21 (stereo not given)	2.0%	4.4%[38.3 µM]	3.0%	-3.7%	4.7%[46.1 µM]	15.9%	0.7%
CC(C)CC(=O)NC(=S)Nc1ccc(N2CCOCC2)cc1	-1.1%	-5.1%	-4.0%	-5.5%	14.5%	-3.6%	-1.7%
Cn1c(N2CCOCC2)c(/C=N/OC(=O)c2cccnc2Cl)c2ccccc21	-6.7%	-2.8%	-3.6%[9.22 µM]	-5.7%	6.5%	-0.4%	1.3%
COc1ccc(C)cc1NC(=O)C(=O)N1CCCC1	3.8%	.	.	-3.1%	32.4%	.	2.0%
COc1ccc(Oc2ncc3nc(C)c(=O)n(Cc4cccc(OC)c4)c3n2)cc1	.	23.2%	?	2.3%	.	.	.
CC1=C(C(N)=O)N2C(=O)[C@@H](NC(=O)Cc3ccccc3)C2SC1 (stereo not given in full)	6.8%	14.1%	.	-7.2%	.	-1.7%	3.4%
CC(C)N1CC(C(=O)Nc2nc3ccccc3s2)CC1=O (stereo not given)	3.9%	0.6%	-1.7%	-1.3%	4.9%[46.1 µM]	1.1%	-0.9%
COc1ccc(C2Nc3ccccc3C(=O)N2Cc2ccco2)cc1COc1ccccc1F (stereo not given)	-6.0%	20.5%[38.3 µM]	1.9%	0.1%	-28.4%[46.1 µM]	-1.1%	0.8%
C=CCN1C(=O)C(C)S/C1=N\S(=O)(=O)c1ccc(Cl)cc1 (stereo not given)	?	3.2%	?	-2.6%	5.6%	-1.0%	0.0%
N#C/C(=C\c1cn(-c2ccccc2)nc1-c1cc2ccccc2o1)c1nc2ccccc2[nH]1	-4.7%	-5.2%	1.2%	-6.9%	-17.5%	1.1%	?
Cc1ccc(S(=O)(=O)O/N=C2/CCCc3occc32)cc1	1.4%	0.5%[38.3 µM]	25.9%	-0.6%	-5.2%[46.1 µM]	1.7%	-1.2%
